Compound activity: PubChem, National Center for Advancing Translational Sciences (NCATS)
Imprint erasure – qHTS Assay for Compounds that Induce Erasure of Genomic Imprints | 110,000 tested, 0.02% active | AID 1948, 2009 | mouse ES Peg3-LacZ reporter, beta-gal luminescence, 40 h | Potency, µM (top dose mostly 60.7 µM), for inactives: at the top dose activity change, positive = activation, most hits filed as activators;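 also: 0% = negative control wells on the plate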
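Imprint erasure is scored as LacZ activity from the silenced maternal Peg3 allele in feeder-free female ES cells cultured 40 h with LIF. Luminescence is normalized to in-plate negative controls and fitted to the Hill equation.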
p53ts 39C tox – qHTS Screen for Compounds that Selectively Target Cancer Cells with p53 Mutations: Cytotoxicity of p53ts Cells at the Nonpermissive Temperature. H1299-p53A138V viability at 39C, ATP luminescence, 24 h. Potency, µM (highest dose often 46.1 µM), for the others: at the top dose activity change, negative = cell killing, hits mostly cytotoxic. 130,000 tested, 1.5% active; also: nearly all actives have a fitted effect of over 55% in size
p53ts 32C kill – qHTS Screen for Compounds that Selectively Target Cancer Cells with p53 Mutations: Cytotoxicity of p53ts Cells at the Permissive Temperature; 130,000 tested, 0.93% active; Potency, µM (top dose mostly 46.1 µM), for the others: at the highest dose activity change, negative = cytotoxicity, most hits filed as cytotoxic; H1299-p53A138V at 32C, ATP luminescence viability, 24 h;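 also: 0% = DMSO and -100% = full killing by reference compound; nearly all actives have a fitted effect of over 55% in size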
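Cells: H1299 p53ts (A138V), 600/well, pre-incubated 16–30 h at 37C. Cpd up to 46 uM, 24 h, 32C. Readout: ATPlite luminescence, 20 min RT. Normalization: DMSO vs tamoxifen 100 uM. AC50 by Hill equation.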
IkB signaling – IkB Signaling. ABC-DLBCL IkBa-CBG/CBR dual luciferase ratio, 4 h; response scale: scaled: untreated 0%, proteasome inhibitor 100%. Potency, µM (series often up to 57.1 µM), for the others: at the top dose IkBa stabilization activation. 110,000 tested, 0.04% active; active = well fitted curve in the direction sought with a large enough effect in the signal ratio, not every such curve was filed as active; inconclusive = small, poorly fitted or top-dose-only effect, or a change in a side signal; the % refers to the signal ratio;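 also: the direction sought is a rising ratio; 0% = basal untreated cells and 100% = reference inhibitor full response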
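In this assay, an IκBα–CBG68 fusion accumulates when IKK-driven degradation is blocked; native CBR normalizes for cell number. OCI-Ly3 cells were treated 4 h with compound and doxycycline, then green and red light read after Chroma-Glo addition.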
Numbers without * were called inactive; ? = inconclusive; nt = not tested or not shown; [ ] = another dose, or the depositor's remark. Unless noted, calls follow the shape of the dose curve; as a rule, active = well fitted curve in the direction sought with a large enough effect; inconclusive = small, poorly fitted or top-dose-only effect, or another doubt; inactive = no such curve, though single readings can be large; an effect the other way counts as inactive or inconclusive. Unless noted, % is scaled to controls: 0 for no effect and ±100 for the full control effect; potency is read from the fitted curve at half-maximal effect.

SMILES | Imprint erasure | p53ts 39C tox | p53ts 32C kill | IkB signaling
CCOC(=O)C1CCN(C(=O)Nc2ccc3nc(-c4ccco4)c(-c4ccco4)nc3c2)CC1 | -2% | -13% | -11% | 7.5%
Cc1nc2cccnc2n1C1CCN(C(=O)Nc2ccc(Cl)cc2)CC1 | 18%[10.9 µM] | -21% | -5% | -2.6%
Cc1cc(C)cc(NC(=O)c2nnn(Cc3cc(C)ccc3C)c2N)c1 | -20% | -8% | -9% | ?
COc1ccc(Cn2c3nc4ccccc4nc3c3c(=O)n(Cc4ccco4)cnc32)cc1 | -31%[inhibitor] | 1% | 12% | 24%
Cc1ccc(CNC(=O)CCc2nc3cccnc3n2Cc2ccccc2)cc1 | -7%[10.9 µM] | 17% | 3% | ?
CCOc1ccc(-n2c(=O)c3sccc3n(CC(=O)NCc3ccco3)c2=O)cc1 | -4% | -1% | 2% | 4.7%
CCOc1nc(-c2ccc(OC)cc2)ccc1-c1noc(-c2cccnc2)n1 | 10% | 5% | -1% | 0.9%
CC1(C)CC(=O)c2sc(NS(=O)(=O)Cc3ccccc3)nc2C1 | -15% | 3% | -6% | -0.7%
O=C(NCc1cccnc1)c1cccc(NC(=O)c2ccco2)c1 | -2% | -3% | -5% | -0.7%
Cc1ccc(CN(Cc2ccco2)C(=O)COc2cc(C)c(Cl)c(C)c2)cc1 | -15%[10.9 µM] | ? | 8% | ?
CCCOC1(NC(=O)c2ccccc2)C(C)=CC(=O)C=C1C | 3% | 5% | -2% | -0.5%
CC(C)C(=O)Nc1ccc2nc(SCC(=O)N3CCc4ccccc43)sc2c1 | -15%[10.9 µM] | -24% | -5% | 1.2%
O=C(Cc1cc(=O)[nH]c(=O)[nH]1)NCCN1CCOCC1 | -50%[inhibitor] | ? | 13µM* | 0.7%
CCN1CCN(Cc2c(O)ccc3c(=O)c(Oc4ccccc4Cl)c(C(F)(F)F)oc23)CC1 | -8%[10.9 µM] | 6% | 3% | ?
Cc1ccc(S(=O)(=O)c2cn(CC(=O)Nc3ccc4c(c3)OCO4)c3ccccc3c2=O)cc1C | ? | 3% | 6% | -0.5%
Cc1ccc2c(c1)[nH]c1c(=O)n(Cc3ccccn3)cnc12 | -19% | -4% | -6% | -3.1%
COc1ccccc1-n1c(=O)c2c3c(sc2n(Cc2ccccc2F)c1=O)CN(C(C)=O)CC3 | -8%[10.9 µM] | -1% | 2% | 5.9%
Cc1ccc(C)c(Cn2c(=O)cc(C)c3c(C)nn(-c4cccc(F)c4)c32)c1 | 14%[10.9 µM] | 16% | 3% | -1.5%
COc1cc(OC)cc(-c2nc3n(n2)C(c2ccccc2)C(C(N)=O)=C(C)N3)c1 (configuration not stated) | 9%[10.9 µM] | -15% | -2% | ?
O=C(c1cc2ccccc2oc1=O)N(Cc1cccs1)C1CCS(=O)(=O)C1 (configuration not stated) | 1% | 16% | -3% | 7.4%

Quoted at random: two compounds from above
SMILES | Imprint erasure | p53ts 39C tox | p53ts 32C kill | IkB signaling
O=C(c1cc2ccccc2oc1=O)N(Cc1cccs1)C1CCS(=O)(=O)C1 (configuration not stated) | 1% | 16% | -3% | 7.4%
COc1ccccc1-n1c(=O)c2c3c(sc2n(Cc2ccccc2F)c1=O)CN(C(C)=O)CC3 | -8%[10.9 µM] | -1% | 2% | 5.9%

Additional results:
SMILES | Imprint erasure | p53ts 39C tox | p53ts 32C kill | IkB signaling
COc1ccc(Nc2c3c(nc4ccc(NC(=O)/C=C/c5cc(OC)c(OC)c(OC)c5)cc24)CCCC3)cc1OC | -36%[inhibitor][10.9 µM] | 10µM* | 13µM* | ?
Cc1ccc(C)c(N2CCN(C(=O)Cn3cccc3)CC2)c1 | -13% | 4% | -10% | -0.2%
CCOC(=O)c1c(S(=O)(=O)N2CCCC(C(=O)NCc3ccccc3OC)C2)c(C)n(C)c1C (configuration not stated) | -4%[10.9 µM] | -11% | -1% | -4.0%
O=C(NCC(c1cccnc1)N1CCc2ccccc2C1)C(=O)Nc1ccc(F)cc1F (configuration not stated) | -10%[10.9 µM] | -3% | -4% | -1.0%
O=C(Nc1cccc(C(F)(F)F)c1)C1CCCN(S(=O)(=O)c2cccc3nonc23)C1 (configuration not stated) | -11%[10.9 µM] | ? | -12% | -2.9%
CC1CN(C(c2cccs2)c2sc3ncnn3c2O)CC(C)O1 (configuration not stated) | -4% | 14% | 12% | -4.3%
O=C(Nc1ccccc1N1CCN(c2ccccc2)CC1)C1CCCCC1 | 3% | 8% | 4% | -0.4%
O=C(c1cc(-c2ccco2)on1)N1CCCc2ccccc21 | -9% | -1% | -2% | 1.3%
CCOc1cc2[nH]c(=S)n(CCCCC(=O)NCc3ccco3)c(=O)c2cc1OCC | 6% | -2% | 10% | 0.9%
Cc1nnc(SCC(=O)Nc2ccc3c(c2)COC3=O)n1-c1ccccc1 | -11% | -3% | -6% | 1.9%
COc1cc(C(=O)Nc2ccc(S(=O)(=O)N3CCCCC3C)cc2)cc(OC)c1OC (configuration not stated) | -4% | 3% | 7% | ?
C[C@@H]1O[C@H](O[C@@H]2\C=C/C=C\C=C/C=C\C[C@H](C)OC(=O)/C=C\[C@H]3O[C@@H]3C[C@H](O)C[C@]3(O)C[C@@H](O)[C@@H](C(=O)O)[C@H](C2)O3)[C@@H](O)[C@H](N)[C@@H]1O (stereo in doubt) | 5%[16.8 µM] | 12%[20.6 µM] | 3%[20.6 µM] | 1.3%[25.6 µM]
CCOc1ccc(NC(=O)C2CCN(c3nnnn3-c3ccccc3)CC2)cc1 | nt | 3% | 12% | nt
CC(C)c1ccc2occ(CC(=O)Nc3ccccc3Cl)c2c1 | -1%[10.9 µM] | -4% | 0% | 1.3%
CCCN1CCC(N(C)CCc2ccc(OC)c(OC)c2)CC1 | 2% | 3% | -13% | 2.5%
CCC(C)Nc1nc2c(c(=O)n(C)c(=O)n2C)n1Cc1ccc(F)cc1 (configuration not stated) | -15% | 0% | 1% | 1.7%
CCS(=O)(=O)Nc1ccc(-c2cn3c(C)csc3n2)cc1 | 5%[10.9 µM] | ? | -28% | -0.5%
O=C(Nc1cc(C(=O)N2CCCC2)ccc1N1CCCC1)c1ccccc1 | -25% | 4% | 4% | -2.4%
CCCc1oc2ccc(NS(=O)(=O)c3ccc(OCC)cc3)cc2c1C(=O)OCC | -17%[10.9 µM] | 20µM* | ? | ?
CCCCN(C)CCCNC(=O)Cn1ncc2c3ccccc3n(Cc3cc(C)ccc3C)c2c1=O | 27%[10.9 µM] | 2.5µM* | -6% | 0.3%

Rewritten with tabs: part of the list above.
Molecule	Imprint erasure	p53ts 39C tox	p53ts 32C kill	IkB signaling
CCOc1cc2[nH]c(=S)n(CCCCC(=O)NCc3ccco3)c(=O)c2cc1OCC	6%	-2%	10%	0.9%
Cc1nnc(SCC(=O)Nc2ccc3c(c2)COC3=O)n1-c1ccccc1	-11%	-3%	-6%	1.9%
COc1cc(C(=O)Nc2ccc(S(=O)(=O)N3CCCCC3C)cc2)cc(OC)c1OC (configuration not stated)	-4%	3%	7%	?
C[C@@H]1O[C@H](O[C@@H]2\C=C/C=C\C=C/C=C\C[C@H](C)OC(=O)/C=C\[C@H]3O[C@@H]3C[C@H](O)C[C@]3(O)C[C@@H](O)[C@@H](C(=O)O)[C@H](C2)O3)[C@@H](O)[C@H](N)[C@@H]1O (stereo in doubt)	5%[16.8 µM]	12%[20.6 µM]	3%[20.6 µM]	1.3%[25.6 µM]
CCOc1ccc(NC(=O)C2CCN(c3nnnn3-c3ccccc3)CC2)cc1	nt	3%	12%	nt
CC(C)c1ccc2occ(CC(=O)Nc3ccccc3Cl)c2c1	-1%[10.9 µM]	-4%	0%	1.3%
CCCN1CCC(N(C)CCc2ccc(OC)c(OC)c2)CC1	2%	3%	-13%	2.5%
CCC(C)Nc1nc2c(c(=O)n(C)c(=O)n2C)n1Cc1ccc(F)cc1 (configuration not stated)	-15%	0%	1%	1.7%
CCS(=O)(=O)Nc1ccc(-c2cn3c(C)csc3n2)cc1	5%[10.9 µM]	?	-28%	-0.5%
O=C(Nc1cc(C(=O)N2CCCC2)ccc1N1CCCC1)c1ccccc1	-25%	4%	4%	-2.4%
CCCc1oc2ccc(NS(=O)(=O)c3ccc(OCC)cc3)cc2c1C(=O)OCC	-17%[10.9 µM]	20µM*	?	?
CCCCN(C)CCCNC(=O)Cn1ncc2c3ccccc3n(Cc3cc(C)ccc3C)c2c1=O	27%[10.9 µM]	2.5µM*	-6%	0.3%

Going on with the list.
SMILES | Imprint erasure | p53ts 39C tox | p53ts 32C kill | IkB signaling
CCOC(=O)c1cn(CC)c2ccc(S(=O)(=O)N3CCC(C)CC3)cc2c1=O | -8% | -7% | 1% | -0.3%
COCCNC(=O)CSc1nc2ccc(N3CCOCC3)cc2c(=O)n1CCc1ccccc1 | 5% | 15% | -6% | 3.7%
CN1CCN(S(=O)(=O)c2ccc(SCCOc3ccccc3)nc2)CC1 | -3% | -16% | 1% | ?
COc1ccccc1NC(=O)c1c(NC(=O)c2ccco2)sc2c1CCC(C(C)(C)C)C2 (configuration not stated) | -15%[10.9 µM] | 40%[activator] | 7% | 4.8%
Cc1cc(NC(=O)C2=C(O)c3ccccc3S(=O)(=O)N2C)no1 | -3% | 2% | -3% | 0.6%[25.6 µM]
